# BoNT A protease – BoNT A light chain protease inhibition; inhibition, % at 10 µM; multiplex microsphere protease substrate cleavage, flow cytometry; hit rate 0.17% among 360,000; also: plate controls were buffer without enzyme for full effect and enzyme alone for no effect
# UGM FP inh – inhibitors of M. tuberculosis UDP-galactopyranose mutase; P9WIQ1; inhibition, % at 10 µM; AID 504406; hit rate 0.06% among 320,000; purified UGM, fluorescence polarization probe displacement; in the data active = inhibition above about 10%, passing the limit was not always enough; inconclusive = no clear call, values can overlap the other calls
# Target sequence (P9WIQ1 whole entry, looked up): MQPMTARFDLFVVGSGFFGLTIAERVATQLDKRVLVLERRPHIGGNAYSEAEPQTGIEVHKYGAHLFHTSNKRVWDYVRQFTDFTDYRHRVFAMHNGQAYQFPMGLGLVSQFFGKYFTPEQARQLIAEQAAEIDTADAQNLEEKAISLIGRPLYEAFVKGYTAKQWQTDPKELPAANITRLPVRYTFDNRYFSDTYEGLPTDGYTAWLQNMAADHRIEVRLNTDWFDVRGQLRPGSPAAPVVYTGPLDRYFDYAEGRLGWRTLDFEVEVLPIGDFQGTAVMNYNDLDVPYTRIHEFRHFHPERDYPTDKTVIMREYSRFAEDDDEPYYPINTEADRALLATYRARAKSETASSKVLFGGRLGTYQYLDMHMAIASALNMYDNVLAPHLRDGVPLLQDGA
# PfHsp40 rescue – rescue of PfHsp40-mediated yeast toxicity; S. cerevisiae expressing PfHsp40, growth rescue, ATP luminescence; hit rate 0.68% among 340,000; growth rescue, % at 12.5 µM; in the data active = growth rescue above about 28%, passing the limit was not always enough; inconclusive = no clear call, values can overlap the other calls;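 also: yeast W303a lacking pdr1 and pdr3 grown in galactose medium; growth measured after three days at 30 °C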
# GDH-TPI counter – GDH-TPI coupled enzyme inhibition counter-screen; hit rate 1.2% among 360,000; inhibition, % at 4.8 µM; GDH-TPI coupled enzyme counterscreen, NADH absorbance; in the data active = inhibition above about 30%;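 also: 0% = DMSO wells and 100% = wells lacking the enzyme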
# FBA Mtb inh – inhibits M. tuberculosis FBA enzyme; P9WQA3; purified M. tuberculosis FBA, fluorescence read-out; inhibition, % at 1 µM; hit rate 2.3% among 360,000; AID 588726; in the data active = inhibition above about 27%;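 also: 0% = vehicle and 100% = reference inhibitor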
# Target sequence (P9WQA3 whole entry, looked up): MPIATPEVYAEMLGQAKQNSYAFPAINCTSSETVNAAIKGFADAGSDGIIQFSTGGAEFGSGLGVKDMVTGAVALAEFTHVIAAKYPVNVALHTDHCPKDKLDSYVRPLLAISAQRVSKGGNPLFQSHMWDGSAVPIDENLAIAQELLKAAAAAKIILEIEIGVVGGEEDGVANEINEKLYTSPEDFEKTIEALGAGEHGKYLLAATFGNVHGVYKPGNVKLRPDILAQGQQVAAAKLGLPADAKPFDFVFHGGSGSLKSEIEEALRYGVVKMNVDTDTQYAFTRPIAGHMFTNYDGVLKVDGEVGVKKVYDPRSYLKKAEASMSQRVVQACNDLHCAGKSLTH
# FadD28 binding – inhibitors of Mycobacterium tuberculosis FadD28 bisubstrate binding | AID 588549 | FadD28 bisubstrate probe binding, fluorescence polarization | inhibition, % at 12.5 µM | hit rate 0.22% among 360,000; in the data active = inhibition above about 8.5%, passing the limit was not always enough; inconclusive = no clear call, values can overlap the other calls
# BoNT-F LC inh – blocks Botulinum neurotoxin F light chain protease; hit rate 0.22% among 360,000; Multiplex microsphere protease cleavage assay, flow cytometry; inhibition, % at 10 µM; in the data active = inhibition above about 35%, passing the limit was not always enough; inconclusive = no clear call, values can overlap the other calls; also: plate controls were buffer without enzyme for full effect and enzyme alone for no effect
# BioA inh – blocks M. tuberculosis BioA enzyme activity. purified M. tuberculosis BioA enzyme, plate reader. hit rate 0.096% among 360,000. inhibition, % at 9.99 µM. AID 602481; in the data active = inhibition above about 40%; inconclusive = no clear call, values can overlap the other calls
# Anthrax LF inh2 – anthrax lethal factor protease inhibition | inhibition, % at 10 µM | multiplex microsphere protease cleavage assay, LF | hit rate 0.12% among 360,000 | P15917; also: plate controls were buffer without enzyme for full effect and enzyme alone for no effect
# The depositor's hits bear a star; ? = inconclusive; · = no result given. Rule as the data show it, unless noted: active = inhibition above about 30%; inconclusive = no clear call, values can overlap the other calls; inactive = below that.
# Start of the listing, in advance (three entries):
1	COc1ccc([N+](=O)[O-])cc1NC(=O)COC(=O)Cn1cnc2ccccc2c1=O
2	CCOc1ccc(/C=C(/NC(=O)c2ccc(Cl)cc2)C(=O)O)cc1OCC
3	Cc1[nH]c2c(Br)cccc2c1[C@H]1[C@@H](CC#N)C1(C)C
Assay by compound | 1 | 2 | 3
BoNT-F LC inh | -10 | -4 | -6
GDH-TPI counter | 8 | 16 | 6
Anthrax LF inh2 | -1 | -6 | 0
BioA inh | -1.4 | · | -1.6
FadD28 binding | -0.3 | 0.0 | -2.6
BoNT A protease | 1.8 | -0.5 | -0.4
FBA Mtb inh | -1 | 2 | -2
PfHsp40 rescue | 0.1 | -0.4 | 1.9
UGM FP inh | 3.4 | 1.3 | -1.3

# The whole of this part, repeating the preview:
1	COc1ccc([N+](=O)[O-])cc1NC(=O)COC(=O)Cn1cnc2ccccc2c1=O
2	CCOc1ccc(/C=C(/NC(=O)c2ccc(Cl)cc2)C(=O)O)cc1OCC
3	Cc1[nH]c2c(Br)cccc2c1[C@H]1[C@@H](CC#N)C1(C)C
4	c1ccc(-c2csc3ncnc(-n4cnc5ccccc54)c23)cc1
5	NC(=O)c1ccc(NC(=O)c2cncn2-c2ccccc2)cc1
6	C=CCOc1ccc(CNc2nccs2)cc1OC
7	NS(=O)(=O)c1ccc(-c2ccc(/C=N/NC(=O)c3ccccc3O)o2)cc1
8	CC1CN=C(NC2CCCCC2C)S1 (stereo unspecified)
Assay by compound | 1 | 2 | 3 | 4 | 5 | 6 | 7 | 8
BoNT-F LC inh | -10 | -4 | -6 | -17 | 2 | -6 | -18 | -2
GDH-TPI counter | 8 | 16 | 6 | 14 | -3 | 0 | 28 | 1
Anthrax LF inh2 | -1 | -6 | 0 | 2 | 0 | 3 | -12 | -9
BioA inh | -1.4 | · | -1.6 | 1.0 | 8.9 | -1.1 | · | -0.4
FadD28 binding | -0.3 | 0.0 | -2.6 | -2.5 | · | -1.4 | -5.4 | -2.1
BoNT A protease | 1.8 | -0.5 | -0.4 | -0.6 | 0.9 | -1.1 | -0.3 | -0.7
FBA Mtb inh | -1 | 2 | -2 | 12 | -4 | 1 | 2 | 1
PfHsp40 rescue | 0.1 | -0.4 | 1.9 | 0.3 | -1.0 | -0.7 | 0.8 | -2.2
UGM FP inh | 3.4 | 1.3 | -1.3 | 2.2 | 0.6 | -2.3 | 5.6 | -1.1

9	CNC(=O)CN1C(=O)NC(c2ccccc2)(c2ccccc2)C1=O
10	C=C(C)CSc1nc2c(c(=O)[nH]c(=O)n2C)n1Cc1ccccc1
11	C/C(=N/NC(=O)CN1CCN(S(=O)(=O)c2ccc(Br)cc2)CC1)c1ccncc1
12	O=C(CC1S/C(=N/N=C/C=C/c2ccccc2)NC1=O)Nc1ccc(C(=O)O)cc1 (stereo unspecified)
13	CC(=O)c1cccc(N(C(=O)CNC(=O)c2ccco2)C(C(=O)NC2CCCC2)c2ccco2)c1 (stereo unspecified)
14	O=C(Oc1ccc(/C=N/NC(=O)c2ccccc2O)cc1)c1ccccc1
15	COCCN(C(=O)c1snc(C(N)=O)c1N)C(C(=O)NC1CCCCC1)c1ccc(OC)c(OC)c1 (stereo unspecified)
16	CC(C)(C)NC(=O)CSc1nc2ccc(Nc3nc(N4CCOCC4)nc(N4CCOCC4)n3)cc2s1
Assay by compound | 9 | 10 | 11 | 12 | 13 | 14 | 15 | 16
BoNT-F LC inh | -4 | -1 | 0 | 6 | 2 | 4 | -27 | 2
GDH-TPI counter | 8 | -8 | 6 | 57* | 18 | 17 | 9 | 9
Anthrax LF inh2 | -2 | -7 | 4 | 0 | 2 | 3 | 17 | -2
BioA inh | -1.1 | -0.1 | · | · | -2.8 | 9.4 | -1.4 | ·
FadD28 binding | -0.1 | -3.9 | 0.4 | -2.0 | · | -0.9 | 0.9 | -1.1
BoNT A protease | -2.3 | 0.0 | -1.6 | 0.1 | 2.0 | -0.1 | -4.5 | -0.2
FBA Mtb inh | 1 | 0 | -2 | 3 | 0 | 2 | 6 | -8
PfHsp40 rescue | -0.4 | 1.4 | 0.2 | 0.0 | -1.2 | -1.6 | 5.4 | 2.1
UGM FP inh | 0.2 | 4.3 | · | 4.1 | 3.0 | 3.1 | 1.8 | -3.9

17	COc1ccc(-c2noc(CN3CCC(Cc4ccccc4)CC3)n2)cc1
18	O=S(=O)(NCCSc1ccccc1)c1ccc2c(c1)OCCO2
19	O=C(C1CCCN1S(=O)(=O)c1cccc2cccnc12)N1CCc2ccccc21 (stereo unspecified)
20	Cc1ccccc1NC(=O)CSc1nc2ncc(Cl)cc2[nH]1
21	COc1ccc(C(=O)NC(=S)NNC(=O)COc2ccccc2)cc1
22	Cc1ccc(S(=O)(=O)N2CC(C(=O)O)=CC[C@H]2c2ccc3c(c2)OCO3)cc1
23	CN(CC/C=C1/c2ccccc2CSc2ccccc21)CCCO
24	COc1nc(C)nc2c1ccc1ccccc12
Assay by compound | 17 | 18 | 19 | 20 | 21 | 22 | 23 | 24
BoNT-F LC inh | -8 | 3 | 0 | 11 | -4 | -6 | -4 | -8
GDH-TPI counter | 4 | 7 | 8 | 10 | 5 | -5 | -6 | 8
Anthrax LF inh2 | -5 | 1 | -6 | -4 | -2 | -1 | 1 | -2
BioA inh | · | 4.0 | -0.1 | -1.4 | · | -1.1 | 3.0 | 0.5
FadD28 binding | -3.8 | -2.5 | 1.1 | -1.0 | 0.9 | -4.7 | -5.6 | -0.2
BoNT A protease | -0.9 | 1.3 | 1.0 | 0.7 | -0.8 | -0.4 | 0.2 | 0.2
FBA Mtb inh | -1 | 3 | 4 | -2 | 3 | 2 | 2 | -4
PfHsp40 rescue | -0.1 | 1.9 | -2.1 | -0.4 | 0.3 | -0.3 | -0.5 | 0.0
UGM FP inh | -1.0 | 1.9 | 0.8 | 3.7 | -1.6 | 2.2 | 0.9 | 1.3

25	CCN(CC)S(=O)(=O)N1CCC(C(=O)NC(C)CCc2ccccc2)CC1 (stereo unspecified)
26	CN(C)CCCn1c2c(c(SCC(=O)Nc3cccc4ccccc34)nc1=O)CCC2
27	O=C(c1ccc2c(c1)OCO2)C1CCCN(Cc2cccn2-c2cccnc2)C1 (stereo unspecified)
28	CCCC(=O)Nc1sc2c(c1C(=O)OCC)CC(C)(C)OC2
29	Cc1cc(OC(=O)c2ccccc2Cl)c([N+](=O)[O-])c(=O)[nH]1
30	CNC(=O)C(C)Sc1ccc(S(=O)(=O)N2CCOCC2)cn1 (stereo unspecified)
31	COc1cccc(-n2nc(C#N)c(Cl)cc2=O)c1
32	C/C(=N\NC(=O)c1cccc(S(=O)(=O)N2CCCCC2)c1)c1ccc(C)o1
Assay by compound | 25 | 26 | 27 | 28 | 29 | 30 | 31 | 32
BoNT-F LC inh | 7 | -8 | -4 | -8 | -2 | 7 | 0 | 1
GDH-TPI counter | 5 | 3 | 2 | -1 | 9 | -5 | 17 | 4
Anthrax LF inh2 | 1 | 3 | -7 | 4 | 10 | 3 | -2 | -3
BioA inh | -0.3 | 0.2 | · | 0.0 | -2.1 | -0.5 | · | ·
FadD28 binding | -0.3 | -4.0 | -0.5 | -2.7 | -0.8 | -1.9 | -2.6 | -0.5
BoNT A protease | 0.2 | -2.8 | -0.8 | -1.3 | -0.7 | 0.1 | -0.6 | 0.2
FBA Mtb inh | -1 | 0 | 3 | 3 | -2 | -3 | 17 | -1
PfHsp40 rescue | -0.7 | 0.9 | -0.1 | 0.1 | 0.9 | 0.5 | 52* | 0.2
UGM FP inh | -1.5 | -0.6 | -0.2 | 1.5 | 2.5 | -0.1 | · | 0.5

# Reprinted: compounds 25–26
25	CCN(CC)S(=O)(=O)N1CCC(C(=O)NC(C)CCc2ccccc2)CC1 (stereo unspecified)
26	CN(C)CCCn1c2c(c(SCC(=O)Nc3cccc4ccccc34)nc1=O)CCC2
Assay by compound | 25 | 26
BoNT-F LC inh | 7 | -8
GDH-TPI counter | 5 | 3
Anthrax LF inh2 | 1 | 3
BioA inh | -0.3 | 0.2
FadD28 binding | -0.3 | -4.0
BoNT A protease | 0.2 | -2.8
FBA Mtb inh | -1 | 0
PfHsp40 rescue | -0.7 | 0.9
UGM FP inh | -1.5 | -0.6

# (next part)
33	Cc1ncc([N+](=O)[O-])n1CC(=O)Nc1cccc(C(F)(F)F)c1
34	O=C(NC(=S)Nc1cc(Cl)ccc1Cl)c1ccco1
35	O=C(COC(=O)CCC(=O)c1ccc(F)cc1)Nc1ccc(F)cc1F
36	Cc1ccc(-n2c(SCC(=O)NCC3CCCO3)nnc2-c2ccoc2C)cc1 (stereo unspecified)
37	Cc1c(C(=O)NC2CCCC2)oc2ccccc12
38	O=C(NS(=O)(=O)Nc1ccc(Br)cn1)c1c[nH]c2ccccc12
39	CC1Sc2n(c3ccccc3[n+]2C)N=C1c1ccccc1 (stereo unspecified)
40	COc1ccc(NC(=S)Nc2ccc3nsnc3c2)cc1
Assay by compound | 33 | 34 | 35 | 36 | 37 | 38 | 39 | 40
BoNT-F LC inh | ? | -2 | -15 | -36 | 1 | · | 1 | 6
GDH-TPI counter | -1 | 2 | -2 | 0 | 0 | 5 | 8 | 13
Anthrax LF inh2 | -7 | -10 | -1 | -16 | -1 | · | 1 | 3
BioA inh | -0.3 | -1.0 | · | 7.3 | -1.3 | -0.9 | · | -1.6
FadD28 binding | -2.7 | -1.6 | -2.2 | -1.6 | -0.9 | -1.3 | -1.7 | -0.7
BoNT A protease | 5.6 | 0.2 | -2.4 | -1.5 | 0.4 | · | 0.5 | 8.8
FBA Mtb inh | 0 | -1 | 5 | 0 | 1 | 0 | 2 | -3
PfHsp40 rescue | -0.1 | · | -1.3 | -0.1 | -0.3 | 0.4 | -0.1 | 0.0
UGM FP inh | 0.4 | · | 3.7 | 1.1 | -1.4 | 1.4 | 1.7 | 1.1

41	CN1CCN(C(=O)c2cnn(-c3ccccc3)c2NC(=O)c2ccccc2Cl)CC1
42	C#CCOCCOCCOCCNc1nc(N2CCOCC2)nc(N2CCN(C(=O)[C@H]([C@@H](C)CC)n3cc(CCCCN)nn3)CC2)n1
43	COCCNC(=O)c1cc(-c2ccccc2C)n(CC2CC(c3cccc([N+](=O)[O-])c3)=NO2)n1 (stereo unspecified)
44	O=C(CCS(=O)(=O)c1ccc(Br)cc1)Nc1ccc(Br)cc1F
45	O=C(c1cccc(S(=O)(=O)N2CCOCC2)c1)N1CCC(Cc2ccccc2)CC1
46	COc1ccc(-c2ccc3[nH]c4c(c3c2)CCN2C[C@@H]([C@H](C)O)[C@@H](N(C)C(=O)Nc3cc(Cl)cc(Cl)c3)C[C@@H]42)cc1
47	O=C(Nc1ccccc1N1CCOCC1)C1CCCO1 (stereo unspecified)
Assay by compound | 41 | 42 | 43 | 44 | 45 | 46 | 47
BoNT-F LC inh | -4 | -10 | -1 | -4 | 2 | -9 | -7
GDH-TPI counter | -1 | 8 | 6 | 14 | 9 | 10 | -13
Anthrax LF inh2 | 2 | -1 | -2 | 3 | -3 | 1 | -2
BioA inh | 1.3 | -1.0 | 3.7 | -0.1 | 0.2 | · | -0.8
FadD28 binding | -3.0 | -2.0 | 1.3 | -2.8 | -0.9 | -4.5 | -1.8
BoNT A protease | -0.1 | 0.4 | 0.1 | 0.0 | 1.5 | 2.5 | -0.4
FBA Mtb inh | -2 | 1 | 0 | -2 | 5 | 5 | 0
PfHsp40 rescue | 0.1 | -0.8 | 1.8 | -1.3 | 1.6 | · | -0.3
UGM FP inh | 1.2 | 3.6 | -1.5 | 0.1 | -1.7 | · | 1.1

# Screens: PubChem BioAssay, several laboratories
